High-throughput results: PubChem, Sanford-Burnham Center for Chemical Genomics
H9c2 TAG inh: inhibitors of triacylglycerol accumulation. inhibition, % at 12.5 µM. AID 651582. hit rate 0.66% among 230,000. H9c2 cells, Nile Red lipid (TAG) fluorescence; cells loaded with 200 µM oleic acid;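 active means pattern-corrected inhibition of lipid staining of at least 50% with the nuclear-stain viability signal not falling by more than 50%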;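 further: 0% = DMSO wells and 100% = triacsin C control wells; some results filed as inactive read as strong as hits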
H9c2 TAG inh DAPI viability: further read-out of H9c2 TAG inh, marked with its call; DAPI nuclei signal change (viability), lower = more cytotoxic, %;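 whole-well DAPI fluorescence read on a plate reader as a viability signal; minus 50 percent equals half of cells still viable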
Active calls of the source: *. A portion of the library. The share of hits here may be higher or lower than overall.

Molecule | H9c2 TAG inh DAPI viability | H9c2 TAG inh
CCCCN1C(=O)NC(c2ccc(OC)cc2)C(C(=O)OCc2ccccc2)=C1C (configuration not stated) | 0 | -39
Cc1ccc(S(=O)(=O)N2CCN(C(=O)CSc3nnc(C)c(=O)[nH]3)CC2)cc1 | -13 | -5
NC(=O)CC(NC(=O)Cc1ccc(Br)cc1)c1ccc(NCCc2ccc(F)cc2)c([N+](=O)[O-])c1 (configuration not stated) | -2 | -13
COc1cccc(N2CCN(C(=S)NCCc3ccccc3)CC2)c1 | 1 | 7
CCCC(=O)Nc1cccc(-c2nc3ccccc3c(=O)o2)c1 | 3 | -28
CNc1ccccc1C(C)(C)c1cc(-c2cccc(Br)c2)no1 | 4 | -10
COc1ccc(Br)cc1C(=O)NC(=S)Nc1ccc(Cl)c(C(=O)O)c1 | 15 | -4
Nc1nonc1NC(=O)CSc1nc2ccccc2s1 | -8 | 7
CCCCn1c(N)c(N(CC(C)C)C(=O)CSC(C)C(=O)Nc2cc(C)on2)c(=O)[nH]c1=O (configuration not stated) | 2 | -7
CC(C)CN(C(=O)CSc1nnc(-c2ccco2)o1)c1c(N)n(Cc2ccccc2)c(=O)[nH]c1=O | 10 | -10
O=C(CN1C(=O)c2cccc([N+](=O)[O-])c2C1=O)N1CCN(S(=O)(=O)c2ccccc2)CC1 | -3 | -1
CCSC1=NCCN1S(=O)(=O)c1ccccc1 | 1 | 9
CCCCCCCCCC[n+]1cccc2c3ccccc3ccc21 | 36 | 31
CCOC(=O)CN1C(=O)N[C@@H](c2cccc(C(F)(F)F)c2)C(C(=O)OC)=C1C | 0 | -7
O=C(O)c1ccccc1CSc1ncccc1C(=O)O | -8 | 3
CCN(C(=O)CSc1nc2scc(-c3ccccc3)c2c(=O)n1N)C1CCS(=O)(=O)C1 (configuration not stated) | -6 | 15
COc1ccc(OC)c(N(CCN2C(=O)c3ccccc3C2=O)C(=O)CCl)c1 | -13* | 52*
CCN(CC)C(=O)[C@H]1C[C@H](CC(=O)NCc2ccc(OC)c(OC)c2)C(=O)N2CCc3c([nH]c4cc(CCC(=O)N(C)C)ccc34)[C@]12C | 4 | 10
CC(C)(C)c1ccc(C(=O)NNC(=S)NCc2ccco2)cc1 | -7 | -6
O=C(CC1C(=O)NCCN1Cc1ccoc1)NCCc1ccc(Cl)cc1 (configuration not stated) | -21 | 19
OC1(c2ccc(F)cc2)CSC(=Nc2cccnc2)N1Cc1ccco1 (configuration not stated) | -3 | -13
O=c1c2c(-c3ccco3)csc2nc(SCc2cn3cccnc3n2)n1-c1ccccc1 | 8 | -7
O=C(NCSc1ccccc1)c1ccccc1 | 3 | -14
CCCn1c(C)cc(C(=O)COC(=O)c2nccnc2N)c1C | 11 | -16
Cc1ccc2c(C)c(C(=O)N(C)Cc3nccn3C)oc2c1C | -1 | -30
COc1ccccc1C1C(C#N)=C(N)Oc2cc(C)n(Cc3ccccn3)c(=O)c21 (configuration not stated) | 7 | 2
COc1ccc(CNC(=O)c2cn(Cc3ccc(OC(C)=O)cc3)c(=O)s2)cc1 | 1 | -4
C[C@H](CO)N1C[C@H](C)[C@H](CN(C)C(=O)Nc2ccccc2F)OCc2cnnn2CCCC1=O | -2 | 4
COc1ccc(OC(=O)CCc2c[nH]c3ccccc23)cc1 | 2 | 4
O=C1c2ccccc2-c2nnc(-c3ccc(F)cc3)cc21 | -4 | 21

The closing 6 records of the section before come first, to join the parts.
Molecule | H9c2 TAG inh DAPI viability | H9c2 TAG inh
Cc1ccc2c(C)c(C(=O)N(C)Cc3nccn3C)oc2c1C | -1 | -30
COc1ccccc1C1C(C#N)=C(N)Oc2cc(C)n(Cc3ccccn3)c(=O)c21 (configuration not stated) | 7 | 2
COc1ccc(CNC(=O)c2cn(Cc3ccc(OC(C)=O)cc3)c(=O)s2)cc1 | 1 | -4
C[C@H](CO)N1C[C@H](C)[C@H](CN(C)C(=O)Nc2ccccc2F)OCc2cnnn2CCCC1=O | -2 | 4
COc1ccc(OC(=O)CCc2c[nH]c3ccccc23)cc1 | 2 | 4
O=C1c2ccccc2-c2nnc(-c3ccc(F)cc3)cc21 | -4 | 21
CCOC(=O)CNC(=O)CNC(=O)c1nn(-c2ccc(OC)c(Cl)c2)c(=O)c2ccccc12 | -1 | 12
COc1ccc(CC(=O)Nc2cccc(-c3ccc4nncn4n3)c2)cc1OC | -9 | -4
Cc1ccc2ncnc(Oc3ncccc3[N+](=O)[O-])c2c1 | 2 | 0
CCCCCCCCn1c(N2CCN(c3cccc(Cl)c3)CC2)nc2c1c(=O)[nH]c(=O)n2C | 12* | 65*
O=C(COc1cccc(C(F)(F)F)c1)Nc1cccnc1 | -3 | 9
CC1CCN(C(=S)NC(=O)c2ccco2)CC1 | 6 | 0
CCCS(=O)(=O)N1CCC(C(=O)NC2CCC(C)CC2)CC1 (configuration not stated) | -6 | 13
Cc1nc(C)c(C(=O)O)s1 | -2 | -1
CC1CC(C)(C)NC(=S)N1CCC(=O)N1CCc2ccccc21 (configuration not stated) | 4 | -15
COc1ccc(NC(=O)CSc2nccn2Cc2ccco2)c(OC)c1 | 7 | 2
Cc1ccc(S(=O)(=O)NC(C)C(c2cccs2)N2CCOCC2)cc1 (configuration not stated) | -2 | 6
CCOC(=O)/N=C(/NC(=O)Nc1ccc(C(=O)OCC)cc1)OC | -4 | 10
CC(C)n1cc(/C(N)=N/O)c(=O)n(Cc2ccccc2)c1=O | 3 | -14
O=C(CS(=O)(=O)Cc1ccccc1)Nc1ncccn1 | 8 | -8
CC(C)Cc1nnc(NC(=O)CN2C(=O)C3CCCCC3C2=O)s1 (configuration not stated) | 1 | 2
CCn1c(SCC(=O)NCCc2ccccc2)nc2c(c1=O)SC(C)C2 (configuration not stated) | 1 | -8
N/C(=N\OC(=O)/C=C/c1ccccc1Cl)c1ccncc1 | 0 | -9
C[C@H](CO)N1C[C@H](C)[C@@H](CN(C)S(=O)(=O)c2ccccc2)Oc2c(NS(=O)(=O)c3cccs3)cccc2C1=O | 0 | 0
CC(C)(C)n1nc2c(c1NC(=O)c1cccs1)CS(=O)C2 (configuration not stated) | 1 | -9
CCN(c1ccc(NC(=O)CSc2nnc3nc(C)cc(C)n23)cc1)C(C)C | -6 | 15
Cc1cc(NC(=O)CN2C(=O)NC(CC(C)C)C2=O)no1 (configuration not stated) | -3 | 3
CC(Sc1nnc(Cc2cccs2)n1C1CCCCC1)C(=O)NCc1ccco1 (configuration not stated) | 5 | -28
O=c1cc(-c2ccc(O)cc2)oc2ccc(O)cc12 | 3 | -11
Cc1noc(NS(=O)(=O)c2ccc(N/C=C/C(=O)c3ccc4c(c3)OCO4)cc2)c1C | 3 | -7
COc1ccccc1NC(=O)Cc1cccs1 | -1 | 1
COCCCn1c(SC(C)C(=O)Nc2c(C)n(C)n(-c3ccccc3)c2=O)n[nH]c1=O (configuration not stated) | 3 | 3
CC(C)Oc1ccc(S(=O)(=O)N2CCOCC2)cc1NC(=O)CC1OC(=O)c2ccccc21 (configuration not stated) | 3 | 4
CCCS(=O)(=O)NC(=O)C1(C)CCCN(C(=O)c2oc3ccccc3c2C)C1 (configuration not stated) | 2 | -3
COc1ccc(NC(=O)C(c2ccc(Cl)cc2)C(C)C)cn1 (configuration not stated) | 1 | -24
CCOC(=O)NC(=O)CSc1nc2ccc([N+](=O)[O-])cc2[nH]1 | -8 | 8
Cc1ccc(SCCC(=O)NCC2CCCO2)cc1 (configuration not stated) | -7 | -6
CCOC(=O)c1c(NC(=O)C2CCCCC2C(=O)O)sc2c1CCCCC2 (configuration not stated) | 11 | 1
Nc1ccccc1C#CCCCCO | -14 | 25
CCN(c1ccccc1)S(=O)(=O)c1ccc(Cl)c(NC(=O)CN(C)C2CCN(C)CC2)c1 | -14 | 24
Cc1onc(-c2ccccc2)c1C(=O)N(C)CCc1ccccn1 | -1 | 4
CN(CC(O)COc1ccccc1F)C1CCCCC1 (configuration not stated) | -17 | 5
C[C@@H]1CCCCO[C@@H](CN(C)C(=O)Nc2ccc3c(c2)OCO3)[C@@H](C)CN([C@H](C)CO)C(=O)c2cc(N(C)C)ccc2O1 | -2 | -12
COc1cccc(C2C3=C(CC(C)(C)CC3=O)Nc3n[nH]c(C)c32)c1 (configuration not stated) | -4 | 5
CC#CC[N+](C)(C)CC(=O)c1ccccc1 | -8 | 12
CN(c1ccccc1)S(=O)(=O)c1cccc(NC(=O)CCNC(=O)c2ccc(Cl)cc2)c1 | 8 | -18
COCCN(C(=O)CSc1ccc2c(c1)OCCO2)c1c(N)n(CC(C)C)c(=O)[nH]c1=O | 6 | -5
Cc1n[nH]c(=O)nc1NCC1CCCO1 (configuration not stated) | 1 | 11
COC(=O)c1c(C)[nH]c(C(=O)C(C)Sc2nnc(-c3cc(OC)c(OC)c(OC)c3)o2)c1C (configuration not stated) | 15 | -2
O=C1C(C2=NC(c3ccccn3)C3C(=O)N(c4ccccc4)C(=O)C23)=C(O)c2ccccc21 (configuration not stated) | 2 | 3
O=C(Cn1nc(C(F)(F)F)c2c1CCC2)Nc1ccccc1C(F)(F)F | 4 | -3
CC(=O)c1c(COC(=O)c2ccc(F)cc2)nc2ccccc2[n+]1[O-] | -5 | 2
COC(=O)c1ccc(NC(=O)CSc2nc3ncccc3[nH]2)cc1 | -3 | 9
CC(C)CNC(=O)c1cccc2c(-c3cccnc3)coc12 | 3 | -7
CCOc1ccc(NC(=S)N(C)C)cc1 | 6 | 5
CC1=C(C(=O)N2CCOCC2)CC(CC(=O)NCCCCc2ccccc2)C(=O)N1CCC1=CCCCC1 (configuration not stated) | -1 | 5
CCN1C(=O)N[C@@H](c2ccccc2)C(C(=O)OC)=C1C | -3 | 10
CCOc1cc(C(=O)NC)cc(Br)c1OC | -5 | 12
CN(C)S(=O)(=O)c1ccc(N2CCCC2)c(C(=O)N2CCN(S(=O)(=O)c3cccc(F)c3)CC2)c1 | -9 | 10
COCCNS(=O)(=O)c1ccc(OCC(=O)OC)c(Cl)c1 | 6 | -5
C[n+]1c2n(c3ccccc31)N=C(c1ccc(-c3ccccc3)cc1)CS2 | -10 | 1
COc1cc(OC)c(NC(=O)c2ccc(F)cc2)cc1Cl | 10 | -13
CN(C)c1nccc(NCc2ccccc2)c1C#N | -5 | -5
O=C(NCCCN1CCOCC1)/C(=C/c1ccc(F)cc1)NC(=O)c1ccccc1 | -10 | 13
CCOC(=O)C1CCCN(C(=O)c2ccc(NC(=O)CC3SC(N4CCCC4)=NC3=O)cc2)C1 (configuration not stated) | -4 | -14
C#C[C@]1(O)CC[C@H]2[C@@H]3CCc4cc(OC5CCCC5)ccc4[C@H]3CC[C@@]21C | 15 | -31

Looked up one by one from above (3):
Molecule | H9c2 TAG inh DAPI viability | H9c2 TAG inh
CCN(c1ccc(NC(=O)CSc2nnc3nc(C)cc(C)n23)cc1)C(C)C | -6 | 15
COc1ccc(NC(=O)C(c2ccc(Cl)cc2)C(C)C)cn1 (configuration not stated) | 1 | -24
O=C1C(C2=NC(c3ccccn3)C3C(=O)N(c4ccccc4)C(=O)C23)=C(O)c2ccccc21 (configuration not stated) | 2 | 3

More results
Molecule | H9c2 TAG inh DAPI viability | H9c2 TAG inh
O=C1CSC(=NC2CCCCC2)N1 | 8 | -19
O=C(c1ccc(Cl)cc1)N1CCC(N2CCC(C(=O)N3CCOCC3)CC2)CC1 | 3 | -12
Cc1ccc(S(=O)(=O)N/N=C/c2cccc3nccnc23)cc1 | -10 | -1
O=C(NCc1ccccc1)c1ccc(-c2cn[nH]c2)c2ccoc12 | -57 | 63
CC(C)C(=O)N1CCN(c2ccccc2NC(=O)c2ccc(C#N)cc2F)CC1 | -20 | 17
COCCN(C(=O)c1ccco1)c1nnc(-c2ccc(OC)c(OC)c2)s1 | 6 | -16
CCc1c(O)nc(SC2CC(=O)N(c3ccccc3)C2=O)[nH]c1=O (configuration not stated) | 10 | -3
O=C(Nc1cc(S(=O)(=O)Nc2ccc(Cl)cc2)ccc1O)c1ccc(S(=O)(=O)N2CCCCCC2)cc1 | 6 | 19
CSc1sc(C(=O)N(C)C)cc1S(=O)(=O)C(C)C | 11 | -6
CCN(CC)C(=O)CSc1nc2ccccc2c(=O)n1-c1ccccc1OC | 3 | -8
Cc1oc(S(=O)(=O)N2CCCC2)cc1C(=O)Nc1ccc(F)cc1 | 5 | -9
O=C(O)c1ccc(C=NN=C2c3ccccc3-c3ccccc32)cc1 | 0 | 19
CC1CC(C)CN(S(=O)(=O)c2ccc(C(=O)NCc3ccc4c(c3)OCO4)cc2)C1 (configuration not stated) | 0 | -17
O=C(c1cc2c(s1)CCCC2)N1CCN(c2ccccc2)CC1 | -2 | 16
CC(C)NC(=O)c1cc2n(n1)C(C(F)(F)F)CC(c1ccco1)N2 (configuration not stated) | 8 | -1
CC1CCCCN1C(=O)c1ccc(COc2ccc([N+](=O)[O-])cc2)o1 (configuration not stated) | 4 | -7
Cn1ncc(Cl)c1C(=O)Nc1cccc(Cl)c1 | 0 | 8
O=C(/C=C/c1ccc(S(=O)(=O)NCc2ccco2)cc1)NCc1ccccc1Cl | 2 | -6
COc1ccccc1Nc1nc(N)nc(CSC(=S)N2CCCCC2)n1 | 5 | -2
CCCN(C(=O)c1cccc(S(=O)(=O)N2CCCc3ccccc32)c1)C1CCS(=O)(=O)C1 (configuration not stated) | -4 | -3
CCOC(=O)N1CCN(Cc2c(F)cccc2F)CC1 | -6 | 11
C/C(=N/NC(=O)c1ccccc1)c1ccc(NC(=O)C(F)(F)F)cc1 | -3 | -4
Cc1cccc(-c2nnc(SC(C)C(=O)N3CCOCC3)o2)c1 (configuration not stated) | -4 | 6
Cc1cc(C(=O)CSc2nc(N)cc(N)n2)c(C)n1CC1CCCO1 (configuration not stated) | 13 | -22
CCN(CC)C(=O)c1nn(-c2ccccc2)c2c1C1CCC2(C)C1(C)C (configuration not stated) | -4 | 7
